ST2 inh: inhibitors of human ST2 (IL1RL1) binding to IL-33, primary screen, biochemical, AlphaLISA; AID 1259354, 2018; inhibition, % for hits at 17 µM; Interleukin-1 receptor-like 1 (Homo sapiens), Q01638; hit rate 2.3% among 78,000; AlphaLISA ST2-Fc/biotin-IL-33 interaction, 1 h; in the data active = inhibition above about 30%; inconclusive = mostly about 10% to 28%
Target sequence (Q01638 whole entry, looked up): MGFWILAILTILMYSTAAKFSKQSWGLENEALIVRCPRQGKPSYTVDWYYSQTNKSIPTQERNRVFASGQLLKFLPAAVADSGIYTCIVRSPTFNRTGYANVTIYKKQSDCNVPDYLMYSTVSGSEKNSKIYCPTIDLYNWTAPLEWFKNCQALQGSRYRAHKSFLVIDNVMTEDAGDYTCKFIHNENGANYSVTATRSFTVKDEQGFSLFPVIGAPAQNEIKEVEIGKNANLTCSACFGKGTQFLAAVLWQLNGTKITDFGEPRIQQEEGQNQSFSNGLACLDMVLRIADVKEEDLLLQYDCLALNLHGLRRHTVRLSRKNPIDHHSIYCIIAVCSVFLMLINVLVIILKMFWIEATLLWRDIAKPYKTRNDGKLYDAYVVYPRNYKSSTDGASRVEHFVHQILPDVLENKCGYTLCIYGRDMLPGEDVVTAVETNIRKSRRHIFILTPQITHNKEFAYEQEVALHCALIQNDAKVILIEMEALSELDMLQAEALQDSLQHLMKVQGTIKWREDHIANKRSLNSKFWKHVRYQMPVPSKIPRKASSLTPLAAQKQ
* marks the source's active call; other numbers are inactive results; i = inactive; u = inconclusive. An excerpt (hit frequency here may not be typical).

item	SMILES	ST2 inh
1	Cc1c(Cl)c([N+](=O)[O-])nn1CCCC(=O)Nc1cccc(Cl)c1Cl	i
2	CCCN=C(C)c1c(CCC)[nH]n(-c2nc3ccccc3s2)c1=O	u
3	Cc1[nH]nc2c1C(c1cccnc1)C(C#N)=C(N)O2 (stereo not given)	i
4	Cn1c(=O)[nH]c(=O)c2c1nc(N1CCCCCC1)n2CCSc1nnnn1-c1ccccc1	i
5	Cc1ccc(N2NC(=O)/C(=C/c3ccccc3OCC#N)C2=O)cc1Cl	i
6	CCOc1cc(/C=C(\C#N)c2nn(-c3ccccc3)c(N)c2C#N)cc(Br)c1OC	31%*
7	Cc1cccn2c(=O)c3cc(C(=O)NCCCN4CCOCC4)n(C)c3nc12	u
8	CC1CCCCN1CCNC(=O)c1ccc2c(c1)NC(=O)C(N1CCCCC1)S2 (stereo not given)	i
9	Cc1ccc(S(=O)(=O)N2CCN(c3nc(C)cc(N4CCN(C)CC4)n3)CC2)cc1	u
10	O=[N+]([O-])c1ccccc1C=Nc1ccc2oc(-c3cccc(F)c3)nc2c1	u
11	Cc1nc2c(C(=O)NCCN3CCOCC3)c[nH]n2c(=O)c1Cc1ccc(F)cc1	i
12	CC(C)C(=O)Nc1nnc(N=Cc2ccccc2Cl)s1	i

The last 2 records of the section before are carried over, then new ones follow:
item	SMILES	ST2 inh
11	Cc1nc2c(C(=O)NCCN3CCOCC3)c[nH]n2c(=O)c1Cc1ccc(F)cc1	i
12	CC(C)C(=O)Nc1nnc(N=Cc2ccccc2Cl)s1	i
13	COc1ccc(OC)c(/C=C2/C(=O)NN(c3ccc(C)c(Cl)c3)C2=O)c1	i
14	CCOc1ccc(/C=C2/SC(=Nc3ccccc3)NC2=O)cc1OC	i
15	Cc1sc2ncnc(N3CCOCC3)c2c1C	i
16	Cc1scc(C(=O)N2CCc3c(nc[nH]c3=O)C2)c1-c1ccccc1	i
17	Cc1cc(NC(=O)c2cc(-c3ccc(Cl)cc3)on2)no1	i
18	CN(CCc1noc(C2CC2)n1)C(=O)c1cccc2ccnn12	i
19	C=CCN(Cc1ccc(C)s1)C(=O)c1c(Cl)cnn1CC	u
20	O=c1[nH]c(-c2cccc(Br)c2)nc2sc3c(c12)CCCC3	i
21	CCOc1cc(/C=C2/C(=N)N3C=CSC3=NC2=O)ccc1OCCCOc1ccccc1OC	u
22	O=C1NC(=O)C(c2ccccc2)(c2ccccc2)N1	i
23	Cc1ccc(C)c(OCCN(C)Cc2cnc3ccccc3n2)c1	u
24	COc1ccc(F)c(CN2CCCC(O)(CN3CCN(C(C)=O)CC3)C2=O)c1 (stereo not given)	i

Reprinted at random: 7 entries already listed
item	SMILES	ST2 inh
18	CN(CCc1noc(C2CC2)n1)C(=O)c1cccc2ccnn12	i
15	Cc1sc2ncnc(N3CCOCC3)c2c1C	i
21	CCOc1cc(/C=C2/C(=N)N3C=CSC3=NC2=O)ccc1OCCCOc1ccccc1OC	u
20	O=c1[nH]c(-c2cccc(Br)c2)nc2sc3c(c12)CCCC3	i
24	COc1ccc(F)c(CN2CCCC(O)(CN3CCN(C(C)=O)CC3)C2=O)c1 (stereo not given)	i
13	COc1ccc(OC)c(/C=C2/C(=O)NN(c3ccc(C)c(Cl)c3)C2=O)c1	i
16	Cc1scc(C(=O)N2CCc3c(nc[nH]c3=O)C2)c1-c1ccccc1	i

Continued:
item	SMILES	ST2 inh
25	CCC(=O)NCc1ccccc1-c1cccnc1OC	u
26	O=C(Nc1cccc(NC(=O)c2ccc3c(c2)OCO3)n1)c1ccc2c(c1)OCO2	i
27	Cc1cc(CN2CCc3[nH]cnc3C2c2cccn2-c2nccs2)on1 (stereo not given)	i
28	Cc1ccc(S(=O)(=O)NCCc2ccccc2)cc1	i
29	Cc1oc2c(CN(C)C)c(O)ccc2c(=O)c1Oc1ccccc1F	i
30	O=C(c1cnn2cc(CCO)cnc12)N1CCCC(Nc2cccc(F)c2)C1 (stereo not given)	i
31	Cn1c(=O)c2nc(-c3ccc(F)cc3)oc2c2ccccc21	i
32	CCC(Cc1ccccc1)NC(=O)c1ccc(OC)c(OC)c1 (stereo not given)	i
33	Cc1ncsc1CCN(C)C(=O)c1ccc(Cl)s1	i
34	COc1ccc(CN2CCOCC2)cc1	u
35	COc1ccc(C2C(=O)N(C3CCCCC3)CC(=O)N2Cc2cccs2)cc1 (stereo not given)	i
36	Fc1ccc(CN2CCN(c3ncccn3)CC2)c(F)c1	i
37	O=C(CN1CCN(Cc2ccc(F)cc2Cl)C1=O)NCc1cccs1	i
38	Cc1ccc(C)c(NC(=O)C2CCN(C(=O)c3cccs3)CC2)c1	u
39	O=C(O)C1CN=C(Cc2ccc(Cl)cc2)N1 (stereo not given)	i
40	O=C(CC1=CCNCC1)N1CCC(c2cc(Cc3ccccc3)[nH]n2)CC1	i
41	COc1cccc(CN2CCN(C(=O)c3cnn4cc(C)cnc34)CC2=O)c1	u
42	Cc1cc(C(=O)N2C[C@@H]3CC[C@H]2C3)c2cc(F)ccc2n1	i
43	COc1ccc(C(=O)NC2CC(=O)N(c3cccc(F)c3)C2)c(OC)c1 (stereo not given)	u
44	CCOC(=O)C1C(=O)C=C(c2ccco2)CC1c1cc(OC)ccc1OC (stereo not given)	i
45	CCCCC1CCCN1c1cc(C2CCNCC2)ncn1 (stereo not given)	i
46	CCN(CC)C(=O)c1cc2cc3cc(OC)ccc3nc2s1	i
47	COc1ccc(-c2cc(C(F)(F)F)nc(N3CCOCC3)n2)cc1	i
48	O=C(NCc1ccccc1)C(NS(=O)(=O)c1cccs1)c1ccccc1 (stereo not given)	i
49	CN1CCCN(Cc2ccc3c(c2)OCO3)CC1	i
50	CC(C)c1noc(C(C)NC(=O)Cc2noc3ccccc23)n1 (stereo not given)	u
51	CC(CNC(=O)c1sccc1Cl)Oc1cccnc1 (stereo not given)	i
52	CN(Cc1ncccc1C(=O)O)Cc1nccn1Cc1ccccc1	u
53	CC(=O)c1cc(CN2CCN(Cc3ccc(C)o3)C(CCO)C2)cs1 (stereo not given)	u
54	CCCCC(=O)Nc1ccc(NC(=O)c2ccc([N+](=O)[O-])cc2)cc1OC	i
55	CC(C)n1cc(C(=O)N(CC2CCN(Cc3ccccc3F)CC2)CC2CCCO2)cn1 (stereo not given)	u
56	C=C1N(c2ccc(Cl)cc2)C(=O)OC12CCCCC2	i
57	CC1CC(N(C(=O)C2CC2)c2ccccc2)c2ccccc2N1C(=O)C1CC1 (stereo not given)	i
58	COCc1nc(CN2CCC(N3CCCC3=O)CC2)no1	u
59	COc1cc(OC)c(NC(=O)NCCc2nc3cccnc3n2-c2ccccc2)cc1Cl	i
60	Cc1cc(C)cc(N2C(=O)CSC2c2ccc(Br)cc2)c1 (stereo not given)	u

From no. 57 up to 59, as listed above:
item	SMILES	ST2 inh
57	CC1CC(N(C(=O)C2CC2)c2ccccc2)c2ccccc2N1C(=O)C1CC1 (stereo not given)	i
58	COCc1nc(CN2CCC(N3CCCC3=O)CC2)no1	u
59	COc1cc(OC)c(NC(=O)NCCc2nc3cccnc3n2-c2ccccc2)cc1Cl	i

Carrying on.
item	SMILES	ST2 inh
61	CC1OC(CC(=O)O)CC23OC12C(=O)c1c(O)cccc1C3=O (stereo not given)	i
62	CC(=O)N[C@H]1C[C@@H](c2ccc3c(c2)nnn3C)O[C@@H](c2ccc(Cl)cc2)C1	u
63	Cc1ccc(C(=O)Nc2cc(Cl)c(Cl)cc2Cl)c(Cl)c1	i
64	O=C1Nc2cc(C(=O)N3CCOCC3)ccc2N2CCCCC12 (stereo not given)	i
65	C=C(C)c1ccccc1NC(=O)CN1C(=O)c2ccccc2S1(=O)=O	i
66	CCOC(=O)C1(CCc2ccccc2)CCCN(C(=O)c2ccnn2C)C1 (stereo not given)	u
67	CCN1CCN(c2nnc(-c3ccc(C)cc3)c3ccccc23)CC1	i
68	CCOc1cc(C)c(/C=C2\SC(=O)N(CC(=O)N3CCOCC3)C2=O)cc1C(C)C	u
69	O=C(Nc1cccc2ccccc12)N1CCC2(CCCNC2)C1 (stereo not given)	i
70	O=CNCCc1c[nH]c2ccccc12	i
71	Cc1cc(Cl)ccc1-c1ccc(C=O)o1	i
72	CN1CC2(CCN(C(=O)c3cc4ccccc4s3)C2)OC1=O (stereo not given)	i
73	Cc1ccc(C)c(Oc2ncnc(N)c2[N+](=O)[O-])c1	i
74	CC1=NN2C(C1)c1ccccc1OC2c1ccc(Cl)cc1 (stereo not given)	i
75	CCc1c(C)sc(NC(=O)c2cc(-c3ccc4c(c3)OCO4)on2)c1C#N	i
76	CC(=O)C1=NN(c2ccc(Br)cc2)C2C(=O)N(c3ccc(C)cc3)C(=O)C12 (stereo not given)	i
77	CCCOc1nnc(-c2ccc(C)cc2)c2ccccc12	i
78	COC(=O)[C@@H]1Cc2ncn(C)c2CN1S(=O)(=O)c1cccc(C(F)(F)F)c1	u
79	CCC(SC1=Nc2ccccc2C2=NC(c3ccccc3)C(=O)N12)C(=O)NCc1ccco1 (stereo not given)	i
80	COc1ccc(N(CC(=O)N(C)Cc2ccccc2)S(C)(=O)=O)cc1OC	i
81	O=C(c1ccc2c(c1)CCO2)N1C[C@@H]2C[C@H](C1)[C@@H]1CCCC(=O)N1C2	i
82	Cc1ccc(C(O)=C2C(=O)C(=O)N(c3nncs3)C2c2ccc(F)cc2)cc1 (stereo not given)	i
83	COc1cc(NC(=O)CSc2c3c(nc4ccccc24)CCC3)cc(OC)c1OC	i
84	CCSc1nnc2c(n1)OC(c1ccc(OC)c(OC)c1)Nc1ccccc1-2 (stereo not given)	i
85	COc1ccc(NC(=O)c2cnc3ccccc3n2)c(OC)c1	i
86	COCC(=O)Nc1cnn(-c2cccc(C(=O)N3CCCC(COc4ccccc4F)C3)c2)c1 (stereo not given)	u
87	COC(=O)Cn1cnc2scc(-c3ccc(F)cc3)c2c1=O	i
88	O=C(CC1=CCNCC1)N1CCC(c2n[nH]c(=O)n2Cc2ccccc2)CC1	i
89	CC1CCCCN1S(=O)(=O)c1ccc2c(c1)NC(=O)CC(=O)N2 (stereo not given)	i
90	COc1ccc(/C=C/C(=O)N2CCCC(c3nc(SCc4cccnc4)ncc3C)C2)cc1OC (stereo not given)	i
91	CC(C)c1nccn1Cc1cc(C(=O)N(C)C(C)c2ccncn2)n[nH]1 (stereo not given)	i
92	COc1ccc(C2CC(C(F)(F)F)n3nc(C(=O)N4CCOCC4)c(Cl)c3N2)cc1OC (stereo not given)	i
93	COCCn1c(COc2ccc(C)cc2)nc2ccccc21	i
94	Cc1cccc(-c2ncc(CNCCCc3c(C)n[nH]c3C)cn2)c1	i
95	O=C(CCCN1C(=O)c2ccccc2C1=O)Nc1ccc(S(=O)(=O)Nc2nccs2)cc1	i
96	CCOc1ccccc1NC(=O)c1cc2ccccc2oc1=O	i
97	O=C(C#Cc1ccccc1)Nc1ccc(Cl)cc1	i
98	CCN1CCCC1CNC(=O)CCC1CCN(Cc2ccnc3ccccc23)CC1 (stereo not given)	u
99	O=C(CCCNS(=O)(=O)c1cccs1)N1CCN(c2ccccc2)CC1	i
100	O=[N+]([O-])c1ccc(S(=O)(=O)NCc2ccco2)cc1	i
101	Cc1ccc(-n2ccnc2-c2ccc(C#CCCO)cc2)c(O)c1	i
102	COCCCNC(=O)c1oc2ccc(S(=O)(=O)N3CCOCC3)cc2c1C	i
103	Cn1c(=NC(=O)C2CCCCC2)sc2ccccc21	i
104	CCOc1cc(C(=O)Nc2cc(Cl)c(OC)cc2OC)cc(OCC)c1OCC	i
105	O=C(CC1(c2cccc(F)c2)CC(=O)N(C2CCCC2)C1=O)N1CCN(c2ccccc2F)CC1 (stereo not given)	u
106	CN1CC(=O)N2CCN(S(=O)(=O)c3ccc(F)cc3F)CC2C1=O (stereo not given)	i
107	CN1C[C@@H](NC(=O)c2cnccn2)C[C@H]1c1nc(-c2ccc(OC(F)(F)F)cc2)no1	i
108	Cc1ccc(CC2(NC(=O)c3cc(=O)[nH][nH]3)CC2)cc1	i
109	Nc1nonc1-c1nc2ccccc2n1CC(=O)Nc1cccc(Cl)c1Cl	i
110	CCn1cc(C(=O)NCCOC)c(=O)c2cc(S(=O)(=O)N3CC(C)CC(C)C3)ccc21 (stereo not given)	i
111	Cc1cc(NC(=O)c2cccc(CN(C)Cc3snnc3C)c2)n(C)n1	i
112	c1ccc(CCSc2nnc3sc4ccccc4n23)cc1	i
113	CCOc1cccc(S(=O)(=O)N=C2C=C(C(C)(C)C)C(=O)C(C(C)(C)C)=C2)c1	i
114	CSc1ccccc1Sc1cc(C(=O)NCc2ccco2)c2ccccc2n1	i
115	N#CC1=C(N)Oc2n[nH]c(-c3ccc(F)cc3)c2C1c1ccc2c(c1)OCO2 (stereo not given)	i
116	COc1ccc(NC(=O)c2cnc3n(c2=O)CCS3)c(OC)c1	i
117	CCOc1ccc(C2(C)CC(=O)NC2=O)cc1 (stereo not given)	i
118	O=C(Nc1ccc(Br)cc1)c1cccs1	i
119	O=C(O)CCc1ccc(-c2cccs2)n1CC(=O)O	u
120	COCC(C)NC(=O)C1CCN(c2cc(C)c3ccc(Cl)cc3n2)CC1 (stereo not given)	u

The list continues.
item	SMILES	ST2 inh
121	CCCSc1oc(-c2ccco2)nc1S(=O)(=O)c1ccc(Cl)cc1	u
122	CC(CCn1cccn1)n1ccnc1-c1ccccc1C(=O)O (stereo not given)	i
123	CC(C)Cn1cc(C(=O)NC2CCCC2)c2c3ccccc3n(C)c2c1=O	i
124	COC(=O)c1sccc1NC(=O)c1cc(-c2ccc(Cl)cc2)nc2ccccc12	i
125	Cc1cc(N(C)C)nc(Nc2ccc(NC(=O)c3ccccc3Br)cc2)n1	i
126	COc1ccc2cc3cc(C(=O)Nc4ccc(F)cc4Cl)oc3nc2c1	i
127	Cc1cc(C(C)(C)C)c(O)c(C)c1CC1=NCCN1	u
128	O=[N+]([O-])c1ccc(C(N2CCOCC2)N2CCOCC2)cc1	i
129	O=C(O)c1cc(-c2ccccc2)nn1-c1ccccc1	i
130	CCOC(=O)c1c(-c2ccccc2)csc1NC(=O)c1cc(C2CC2)on1	u
131	Cc1ccc2nc(-c3ccc(C)o3)c(Nc3ccccc3)n2c1	i
132	COc1ccc(-c2nc(C)ncc2C)cc1Cl	i

Source: PubChem BioAssay
